# Screening data as filed in PubChem.
# GPR55 antagonists – inhibition of LPI-stimulated GPR55 beta-arrestin translocation – imaging, U2OS, beta-arrestin-GFP, LPI agonist, primary screen (AID 2013). 290,000 compounds, 0.13% hits. U2OS GPR55 beta-arrestin-GFP translocation imaging, LPI antagonism; higher % means a stronger effect. inhibition, % at 10 µM; hits with a dose series show IC50 in µM;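 active means spots per cell inhibited over 60%, with over 100 cells counted and total cytoplasm intensity under 500,000; inconclusive means wells with under 100 cells, flagged as likely toxic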;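 further: U2OS cells stably carrying GPR55 and arrestin-GFP stimulated by 5 µM LPI near EC80; imaged beta-arrestin-GFP aggregate spots per cell after agonist stimulation; plate controls were LPI-stimulated DMSO wells for no effect and DMSO wells without LPI for full effect; some results filed as inactive read as strong as hits; confirmed hits need IC50 under 10 µM and bright autofluorescent wells are also inconclusive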
# KOR beta-arrestin-1 – kappa opioid receptor blockers – cell-based, luminescence, uHTS (AID 1778). 290,000 compounds, 0.091% hits. KOR beta-arrestin recruitment, luminescence, antagonist mode; higher % means a stronger effect. one-dose inhibition, % at 10 µM; IC50 in µM for titrated hits; in the data active means inhibition above about 50%; further: strong numbers were not always called active
# West Nile antiviral – inhibition of WNV-induced cytopathic effect – cell-based, CPE readout (AID 1621); West Nile virus-infected cells, CPE inhibition; higher % means a stronger effect; 290,000 compounds, 0.02% hits; CPE inhibition, % at 10 µM, or IC50 in µM where a hit was titrated; in the data active means a potency from the dose series; inconclusive means CPE inhibition mostly from about 3.7% at the one dose, without a potency; inactive means the rest, 99 in 100 with CPE inhibition below about 2.2%; further: strong numbers were not always called active
# T cell HTS – T cell immune modulators affecting CD8 T cell-vesicle binding; 2C CD8+ T cell-vesicle binding, flow cytometry; active compounds read low; calls only at 7 µM; 330,000 compounds, 0.068% hits; AID 2052;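 active means response, share of CD8 T cells binding vesicles, and their 90th percentile fluorescence all below set limits, cut at about 80% in these data, passing the limit was not always enough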
#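 Read-out – percent CD8+ FL2 mean versus row control · System – murine 2C transgenic CD8+ T lymphocytes · Times – 1.5 h cell–vesicle binding at 37 °C, then 20 min icy labelling · Control set – naked vesicles low, QL9 vesicles with vehicle high · Detection – cytometric PE anti-B7-1 and Alexa647 anti-CD8 signals after 1% paraformaldehyde fixation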
# NTR1 agonist – agonists of NTR1, primary screen, imaging, U2OS cells, beta-arrestin-GFP, high content (AID 493036); P30989; NTR1-U2OS beta-arrestin-GFP spot imaging, agonist mode; activation, % at 20 µM; 330,000 compounds, 0.17% hits;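 active means activation at or above 40% of the spot to cytoplasm intensity ratio, with at least 20 cells analyzed; inconclusive means wells under 20 cells, flagged as cytotoxic or low count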;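 further: 0% = DMSO without peptide and 100% = 100 nM NTR1 peptide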
# Target sequence (P30989 whole entry, looked up): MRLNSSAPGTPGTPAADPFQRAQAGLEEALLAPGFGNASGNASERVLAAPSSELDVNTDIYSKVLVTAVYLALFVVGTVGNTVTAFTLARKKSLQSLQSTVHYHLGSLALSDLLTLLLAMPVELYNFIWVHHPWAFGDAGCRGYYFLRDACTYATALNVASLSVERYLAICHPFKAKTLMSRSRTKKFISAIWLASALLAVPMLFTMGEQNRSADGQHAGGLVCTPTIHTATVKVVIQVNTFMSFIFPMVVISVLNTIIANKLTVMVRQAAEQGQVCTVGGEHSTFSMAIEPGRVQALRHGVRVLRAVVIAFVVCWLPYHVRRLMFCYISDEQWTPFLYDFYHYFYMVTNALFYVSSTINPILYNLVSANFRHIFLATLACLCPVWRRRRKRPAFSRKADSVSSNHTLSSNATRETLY
# KOR beta-arrestin-2 – KOR agonists, beta-arrestin recruitment, primary screen, cell-based, luminescence, uHTS (AID 1777) | KOR beta-arrestin recruitment, luminescence; higher % means a stronger effect | one-dose activation, % at 10 µM; EC50 in µM for titrated hits | 280,000 compounds, 0.02% hits; in the data active means activation above about 50%, passing the limit was not always enough; further: a part of the inactive calls stands beside numbers as strong as those of hits
# GPR35 antagonists – GPR35 antagonists blocking zaprinast-driven arrestin recruitment, primary screen, imaging, U2OS, beta-arrestin-GFP, zaprinast agonist (AID 2058). U2OS GPR35 beta-arrestin-GFP translocation imaging, zaprinast antagonism; higher % means a stronger effect. one-dose inhibition, % at 10 µM; IC50 in µM for titrated hits. 290,000 compounds, 0.052% hits;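 active means inhibition of at least 50% with at least 30 cells and total cytoplasm GFP at most 10,000,000; inconclusive means under 30 cells or total GFP of 10,000,000 plus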
# PhoP inhibition – inhibitors of PhoP regulon expression, primary screen, Salmonella Typhimurium, GFP reporter (AID 1863); 300,000 compounds, 0.16% hits; inhibition, % at 50 µM, or IC50 in µM where a hit was titrated; S. Typhimurium PhoP-regulated promoter GFP reporter, 4 h; higher % means a stronger effect;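 active means inhibition over 29.93%, a cutoff 3 SD above the screen mean, later confirmed by dose response; inconclusive means inhibition over 29.93% but no dose response follow-up; inactive means inhibition at most 29.93% or unconfirmed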;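 further: 0% = low Mg2+ inducing control and 100% = high Mg2+ repressing control; strong numbers were not always called active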
# GPR55 activation – selective activators of receptor GPR55 – imaging, U2OS cells, beta-arrestin-GFP redistribution, primary screen (AID 1961); U2OS GPR55 beta-arrestin-GFP redistribution imaging; higher % means a stronger effect; one-dose activation, % at 10 µM; EC50 in µM for titrated hits; 290,000 compounds, 0.048% hits;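 active means activation above 40% with more than 50 cells counted in the well; inconclusive means wells holding fewer than 50 cells, flagged as toxic or sparse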;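 further: U2OS osteosarcoma cells stably expressing GPR55 and beta-arrestin-GFP; plate controls were DMSO negative control for no effect and LPI positive control for full effect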
# T cell HTS vesicle-bound % – second read-out of T cell HTS, no call of its own (marks repeat the call); double positive events, %; measured here: CD8+ vesicle-bound cell fraction;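 binding gate set so that unloaded-vesicle control wells show 10% double positive cells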
# NTR1 agonist cell count 20 µM – recorded beside NTR1 agonist, whose call it bears; cell count; measured here: cell count, cytotoxicity flag
# The depositor's hits bear a star; i = inactive; ? = inconclusive; / = not tested or not shown; [ ] = remark or other dose.
SMILES,GPR55 antagonists,KOR beta-arrestin-1,West Nile antiviral,T cell HTS,T cell HTS vesicle-bound %,NTR1 agonist,NTR1 agonist cell count 20 µM,KOR beta-arrestin-2,GPR35 antagonists,PhoP inhibition,GPR55 activation
COc1ccc(OC)c(NC(=O)COC(=O)CCCN2C(=O)c3ccccc3C2=O)c1,-2%,15%,-0.1%,i,50,-1.0,82,-2.5%,4%,3%,-0.3%
O=C(N/N=C/c1ccccc1O)C1CC(=O)N(c2ccc(Cl)cc2)C1 (centres undefined),-4%,-32%,?,i,8,-0.3,41,4.7%,-5%,-2%,0.4%
CC(=O)Nc1ccc(S(=O)(=O)N(Cc2ccccc2)c2ccccc2F)cc1,4%,-7%[20 µM],-0.4%,i,53,0.3,86,4.2%,-1%,2%,0.1%
Cc1ccc(S(=O)(=O)c2c(C)cc(C)[nH]c2=O)c(C)c1,1%,-26%,-0.1%,i,18,-1.3,68,0.3%,3%,-3%,-0.1%
Cc1cc2c(c(=O)o1)C(c1ccc([N+](=O)[O-])o1)C(C#N)=C(N)O2 (centres undefined),8%,10%,0.4%,i,66,0.8,57,/,0%,0%,-0.1%
O=C1NC2=C(C(=O)CCC2)C(c2ccc(OC(F)F)cc2)N1 (centres undefined),10%,-13%,0.4%,i,44,0.3,51,-2.2%,-19%,5%,-0.2%
CC1CCN(C(=O)c2cc3ccccc3c(=O)o2)CC1,2%,-2%,0.4%,i,54,2.1,58,-2.6%,12%,-11%,-0.3%
CC(=O)c1ccc(NC(=O)C(C)OC(=O)c2ccc(NS(=O)(=O)c3ccc(F)c(F)c3)cc2)cc1 (centres undefined),5%,2%,1.7%,i,38,0.5,61,0.3%,1%,0%,-0.3%
CCO[C@H]1OC(C(=O)N2CCN(Cc3ccc4c(c3)OCO4)CC2)=C[C@@H](C(C)(C)C)[C@@H]1CCCO,2%,-17%,-0.4%,i,34,2.4,66,2.3%,-5%,-4%,0.2%
CC(=O)NCC(=O)N(c1ccccc1)C1(C(=O)NC2CCCCC2)CCCCC1,29%,-13%,-0.2%,i,26,-0.1,52,2.0%,8%,-15%,-0.1%
O=C1NCCN(C(=O)CCc2nnc(-c3ccsc3)o2)C1c1ccc(F)cc1 (centres undefined),14%,-18%,-0.3%,i,10,1.2,45,3.6%,-3%,7%,-0.3%
Cc1ccc(-c2nc3cnccn3c2Nc2ccccc2)o1,-13%,3%,0.0%,i,28,3.0,53,2.2%,11%,-5%,-0.2%
Cc1cccc2cc(CN(Cc3ccc(F)cc3)C(=O)N3CCOCC3)c3nnnn3c12,22%,-5%,-0.4%,i,3,1.3,79,2.4%,-5%,3%,-0.1%
Cc1csc(C(=O)O)c1NC(=O)c1c(Cl)cccc1Cl,0%,3%,-0.2%,i,60,-2.0,79,-4.7%,-7%,-3%,-0.3%
O=c1nc(C(F)(F)F)nc2ccccn12,-7%,19%,0.1%,i,16,1.6,80,-1.9%,-6%,-10%,-0.1%
C=CCN(C#N)c1nc(OC)nc(N2CCCC2)n1,-1%,23%,-0.3%,i,28,2.4,72,2.1%,-7%,-11%,0.3%
Fc1ccc(NC(=S)N2CCCN(c3ccc(C(F)(F)F)cn3)CC2)c(F)c1,6%,-2%,-1.6%,i,6,2.8,60,-1.8%,9%,-1%,0.2%
O=c1cc(CN2CCOCC2)c2cc(Cl)ccc2o1,-6%,-16%,0.1%,i,51,0.8,43,2.0%,10%,-2%,-0.1%
O=C(COC(=O)c1ccc(F)cc1)NCCc1ccc(F)cc1,-2%,-47%,0.1%,i,33,-0.5,73,3.6%,4%,-6%,0.6%
C[C@@H](CSc1ccccc1)CN1CC[C@H](NC(=O)OCc2ccccc2)CCC1=O,9%,-17%[20 µM],-0.3%,i,27,13,58,0.6%,-5%,/,-0.3%
CC(=O)N1C(C)(C)CC(=NOS(=O)(=O)c2ccccc2)CC1(C)C,4%,-16%[20 µM],0.8%,/,/,/,/,-1.4%,15%,-2%,-0.1%
O=C(O)CN1C(=O)c2ccc(C(=O)c3ccccc3)cc2C1=O,7%,18%,-0.4%,i,34,-0.4,89,1.2%,-2%,-5%,0.3%
C=CCN1C(=O)CN=C1Nc1ccc(OC)cc1OC,-1%,19%,0.1%,i,51,-0.1,38,1.3%,2%,-12%,-0.2%
COC(=O)CCc1c(C)[nH]c(=S)[nH]c1=O,-5%,-46%,0.2%,i,24,1.0,55,-2.6%,-9%,11%,-0.1%
COc1ccc(C2C(C#N)=C(C)NC3=C2S(=O)(=O)c2ccccc23)cc1 (centres undefined),0%,10%,0.4%,i,44,12,86,-5.1%,-6%,0%,-0.2%
# Additional entries:
SMILES,GPR55 antagonists,KOR beta-arrestin-1,West Nile antiviral,T cell HTS,T cell HTS vesicle-bound %,NTR1 agonist,NTR1 agonist cell count 20 µM,KOR beta-arrestin-2,GPR35 antagonists,PhoP inhibition,GPR55 activation
Cc1cccc(NC(=O)CSc2nnc(-c3ccccc3C)o2)c1,-13%,-44%,0.2%,/,/,/,/,2.9%,-14%,-2%,-0.1%
CCOC(=O)NC1(C(F)(F)F)NC(=O)N(c2cccc(C(F)(F)F)c2)C1=O (centres undefined),-1%,39%,-0.2%,i,38,3.0,54,0.2%,7%,3%,0.5%
O=C(O)c1nccnc1C(=O)N1CCN(c2ccccc2)CC1,6%,-19%,-0.1%,i,54,0.2,52,7.4%,-10%,-7%,0.4%
O=C(Nc1ccccc1)Nc1cc(Cl)cc(Cl)c1,-1%,-52%,?,i,48,12,47,13%,-4%,10%,0.0%
CCCC(=O)Nc1ccc(N2CCN(S(C)(=O)=O)CC2)cc1,-2%,25%,1.0%,i,14,2.6,74,2.2%,12%,7%,0.6%
N#CCC(=O)Nn1c(=S)[nH]c2ccccc2c1=O,-8%,19%,-0.1%,i,52,-1.1,64,-3.8%,3%,2%,-0.3%
O=Cc1c(N2CCCCC2)nc2ccccn2c1=O,-16%,-31%,0.3%,i,62,0.5,42,1.3%,5%,-5%,0.2%
Cc1onc(-c2c(Cl)cccc2Cl)c1C(=O)N=S(C)(=O)c1ccccc1 (centres undefined),8%,14%,-0.4%,i,50,0.0,69,2.3%,-10%,-3%,-0.3%
COc1ccc2nc(NC(=O)c3ccc([N+](=O)[O-])o3)sc2c1,-5%,-28%[20 µM],0.6%,i,30,2.5,56,-3.5%,-2%,9%,0.1%
COc1cc(NC(=O)C(C)C)ccc1NC(=O)c1cc2ccccc2o1,6%,-28%[20 µM],-1.1%,i,62,0.1,51,-5.1%,-1%,0%,0.5%
CCOC(OCC)c1cn(Cc2ccc3c(c2)C(=O)c2ccccc2C3=O)nn1,-9%,-11%[20 µM],-1.7%,i,40,7.6,54,-2.6%,4%,-4%,-0.1%
CC(=O)C1=C(O)C(=O)N(c2ccc(S(N)(=O)=O)cc2)C1c1ccc([N+](=O)[O-])cc1 (centres undefined),-13%,-25%,0.3%,i,54,0.0,41,4.4%,-3%,24%,-0.1%
CCOc1ccccc1N1CCN(C(=O)c2ccc(OCC(=O)N3CCOCC3)c(OC)c2)CC1,12%,10%,-0.2%,i,9,0.6,71,0.4%,12%,7%,-0.1%
COc1ccc(N2CCN(C(=O)/C(C#N)=C/c3ccccc3)CC2)cc1,17%,-15%,-0.3%,i,3,4.0,45,-3.8%,0%,-6%,0.4%
COc1ccc(Br)cc1/C=N/Nc1cccc(C(=O)O)c1,1%,3%,-0.4%,i,27,0.4,51,-2.4%,1%,-16%,-0.1%
O=C(NNC1OC(CO)C(O)C(O)C1O)c1cccnc1 (centres undefined),8%,-9%[20 µM],0.2%,i,30,-0.2,36,/,18%,/,-0.1%
CC(C)CC(=O)Nc1nc(=S)ss1,-2%,-34%,0.2%,i,60,1.1,46,2.9%,6%,-8%,0.0%
COc1cc(/C=C/[N+](=O)[O-])ccc1OC(=O)/C=C/c1ccc(F)cc1,-4%,-67%[20 µM],3.3%,i,15,36,44,-2.2%,-2%,-2%,-0.1%
COc1cccc(C(=O)OCc2ccccc2C#N)c1O,-1%,1%,0.3%,i,20,-0.8,85,4.0%,12%,9%,0.2%
CCN1C(=NCC(C)C)N[C@@H](CCc2ccccc2)[C@H](C(=O)NCC(C)C)[C@H]1C,-10%,2%[20 µM],-0.4%,i,20,-1.4,98,-1.6%,2%,3%,0.4%
COc1cccc(OC)c1Nc1nc(C)nc2c1nnn2Cc1ccccc1Cl,3%,24%[20 µM],-0.9%,i,60,-1.9,68,/,1%,/,0.6%
Cc1cc(C)c2cc(CN(Cc3ccco3)C(=O)NCc3ccccc3)c(=O)[nH]c2c1,-4%,22%,-0.1%,i,26,1.6,46,1.6%,-4%,-2%,-0.2%
COc1ccc(C(CC(=O)N2CCCC2)c2c(O)cc(OC)cc2OC)cc1 (centres undefined),13%,-4%,-0.9%,i,58,1.2,84,1.3%,2%,-7%,0.3%
CC(O)(CS(=O)(=O)Cc1ccccc1)c1ccccc1Cl (centres undefined),-11%,-18%,-0.1%,i,47,-0.1,76,6.4%,-2%,-5%,0.0%
CCCCCC(=O)NC(NC(=S)NC1CCS(=O)(=O)C1)C(Cl)(Cl)Cl (centres undefined),2%,-42%,-0.3%,i,22,-0.4,48,2.3%,-9%,2%,-0.3%
# Next part
SMILES,GPR55 antagonists,KOR beta-arrestin-1,West Nile antiviral,T cell HTS,T cell HTS vesicle-bound %,NTR1 agonist,NTR1 agonist cell count 20 µM,KOR beta-arrestin-2,GPR35 antagonists,PhoP inhibition,GPR55 activation
COc1ccccc1NC(=O)COc1ccc(/C=N/NC(=O)CSCc2cc(C)cc(C)c2)cc1,14%,34%,0.8%,i,48,-0.7,51,-2.3%,0%,-10%,-0.2%
O=C(NC(=S)NCCc1ccccc1)c1cccc(Cl)c1,8%,18%,-0.6%,i,35,3.5,49,-0.7%,-2%,14%,-0.2%
COC(=O)c1ccc(OC(=O)c2nn(C)cc2Cl)c(OC)c1,-2%,-2%,0.0%,i,41,1.9,87,-2.8%,-2%,-2%,0.4%
COc1ccc(S(=O)(=O)Cc2ccc(C(=O)NC3CCCCCC3)o2)cc1,14%,-26%,-0.6%,i,13,-0.1,59,8.0%,-7%,-8%,0.3%
Cc1c(N2C(=O)C(=O)/C(=C(/O)c3ccc(Br)cc3)C2c2cccnc2)c(=O)n(-c2ccccc2)n1C (centres undefined),-10%,-18%,0.0%,i,63,-1.3,86,4.2%,9%,1%,1.4%
O=C(CNC(=O)c1cccs1)NCCN1CCN(Cc2ccccc2)CC1,21%,3%,-0.3%,i,30,-0.1,58,0.1%,11%,2%,0.3%
